Assay outcomes as filed in PubChem BioAssay.
RBBP9 inh – human RBBP9 hydrolase inhibition; AID 1515; inhibition, % at 7.94 µM; 0.2% of 220,000 active; recombinant RBBP9, FP-Rh probe fluorescence polarization;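 active = inhibition above the campaign mean of all tested compounds plus 3 SD, cut at about 14% in these data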;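 note: plate controls were DMSO wells with RBBP9 for no effect and wells lacking RBBP9 protein for full effect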
Target sequence (O75884 whole entry, looked up): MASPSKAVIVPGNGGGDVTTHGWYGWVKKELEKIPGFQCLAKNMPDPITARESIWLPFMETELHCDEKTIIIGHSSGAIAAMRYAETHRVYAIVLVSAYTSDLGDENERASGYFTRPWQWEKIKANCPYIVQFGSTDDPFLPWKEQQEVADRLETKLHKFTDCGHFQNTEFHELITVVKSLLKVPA
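System: RBBP9 protein / Buffer or medium: Tris/NaCl buffer pH 8.0 with 0.1% Pluronic / Probe or stimulus: Serine-hydrolase probe FP-Rh, 375 nM pre-mixing / Dosing: 7.94 µM single dose, 0.794% DMSO / Times: enzyme-compound preincubation 30 min, then probe labeling 45 min, 25 °C / Technique: fluorescence polarization (mP), excitation 525 nm, emission 598 nm / Replication: singlicate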
Hck Nef HTS – inhibitors of human Hck kinase activated by Nef | P08631 | Recombinant Hck-YEEI plus Nef, Z-Lyte FRET kinase assay | inhibition, % at 20 µM | 0.68% of 220,000 active | AID 463187;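 active = Hck-Nef kinase inhibition above about 50%, limit read from the data; inactive = inhibition below that limit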;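 note: 0% = DMSO with Hck plus Nef and 100% = Hck alone without Nef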
Target sequence (P08631 whole entry, looked up): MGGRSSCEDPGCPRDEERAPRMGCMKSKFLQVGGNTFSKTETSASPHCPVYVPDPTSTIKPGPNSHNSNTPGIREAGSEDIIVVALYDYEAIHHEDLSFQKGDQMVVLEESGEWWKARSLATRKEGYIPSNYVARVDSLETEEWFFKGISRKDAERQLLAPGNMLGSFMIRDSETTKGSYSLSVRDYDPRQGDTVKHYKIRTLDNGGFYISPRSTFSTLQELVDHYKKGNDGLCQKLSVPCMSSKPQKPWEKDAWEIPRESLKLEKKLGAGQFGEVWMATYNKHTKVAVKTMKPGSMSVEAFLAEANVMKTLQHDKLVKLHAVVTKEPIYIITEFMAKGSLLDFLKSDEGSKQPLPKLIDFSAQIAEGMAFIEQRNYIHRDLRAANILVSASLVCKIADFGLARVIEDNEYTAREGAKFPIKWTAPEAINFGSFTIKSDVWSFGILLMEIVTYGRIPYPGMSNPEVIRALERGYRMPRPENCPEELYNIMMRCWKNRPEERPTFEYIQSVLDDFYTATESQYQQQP
Runt-SMMHC FRET – Runt domain-CBFb-SMMHC interaction inhibition; Q01196+Q13951; Cerulean-Runt/Venus-CBFb-SMMHC FRET ratio 530/480, 1 h; inhibition, % at 20 µM; 0.74% of 220,000 active;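 active = mean inhibition across duplicate retests at 20 µM reaching about 50%, limit read from the data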;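 note: 0% = DMSO wells and 100% = wells with excess untagged CBFb-SMMHC; inhibitors lower the FRET ratio by blocking Runt binding to CBFb-SMMHC; some results filed as inactive read as strong as hits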
TNF death inh – inhibitors of TNF-alpha induced necroptosis in Jurkat FADD-/- cells; 0.068% of 220,000 active; Jurkat FADD-/- TNF necroptosis rescue, ATP luminescence, 24 h; 0 = TNF only, 100 = no-TNF cells; AID 463075; activation (protection from cell death), % at 10 µM;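 active = activation, meaning protection from cell death, of at least 50% relative to plate controls; inactive = activation below 50%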;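 note: necroptosis triggered by 40 ng/mL TNF-alpha added together with compound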
Runt-CBFb FRET – Runt domain-CBFb interaction inhibition; 0.46% of 220,000 active; Q01196+Q13951; inhibition, % at 20 µM; Cerulean-Runt/Venus-CBFb FRET ratio 530/480, 1 h;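 active = inhibition over about 50% at 20 µM in the single-dose screen, limit read from the data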;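 note: 0% = DMSO wells and 100% = excess unlabeled CBFb competitor control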
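Doses: 20 µM compound in 1% DMSO | Material: Cerulean-labeled Runt domain protein | Amount: Each fluorescent fusion protein 100 nM | Schedule: Two 1 h room-temperature incubations shielded from light | Measured by: FRET fluorescence | Evaluation: Loss of energy transfer signal | Controls: Unlabeled CBFb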
EP2 antag – inhibitors of human EP2 prostaglandin E2 receptor; C6 glioma cells expressing human EP2, cAMP TR-FRET; cells stimulated with saturating PGE2; inhibition, % at 25 µM; 0.52% of 260,000 active; AID 1422;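 active = percent inhibition above 40 after rounding to a whole number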;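 note: rat C6 glioma host cells with rolipram phosphodiesterase inhibitor present; the protocol text gives 20 µM as final concentration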
Target sequence (P43116 whole entry, looked up): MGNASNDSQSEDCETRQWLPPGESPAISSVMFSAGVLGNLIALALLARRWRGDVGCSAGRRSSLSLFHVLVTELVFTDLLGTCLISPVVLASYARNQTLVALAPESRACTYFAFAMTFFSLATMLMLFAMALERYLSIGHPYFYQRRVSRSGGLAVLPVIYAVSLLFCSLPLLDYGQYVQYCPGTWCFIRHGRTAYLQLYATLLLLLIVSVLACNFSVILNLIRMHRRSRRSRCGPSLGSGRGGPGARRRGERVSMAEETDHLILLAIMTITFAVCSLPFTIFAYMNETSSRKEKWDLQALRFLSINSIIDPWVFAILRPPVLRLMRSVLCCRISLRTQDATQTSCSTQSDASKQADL
EP2 mod – modulates human prostaglandin E2 receptor EP2 signaling; P43116; EP2-expressing cells, cAMP HTRF FRET, PGE2 co-stimulation; induction, % at 25 µM; 0.83% of 260,000 active; AID 940;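 active = compounds whose cAMP rise, as percent of the full-agonist control response, exceeds 60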;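 note: rat C6 glioma line stably carrying human EP2 under a CMV promoter; the protocol text gives 20 µM as final concentration; 100% = response of wells given 1 µM PGE2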
zVAD death inh – L929 zVAD cell death inhibition; L929 zVAD necroptosis rescue, ATP luminescence, 24 h; with zVAD 60 µM; viability rescue, % at 10 µM; 0.38% of 220,000 active; AID 1377;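 active = activation, scaled between plate controls, above about 75%, limit read from the data; inactive = activation under that limit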;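 note: 0% = zVAD with DMSO and 100% = DMSO alone without zVAD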
PERK inh – human PERK inhibition, primary cell-based screen | 0.17% of 220,000 active | inhibition, % at 5.6 µM | CHO PERK-DD fusion, SEAP luminescence translation reporter | Q9NZJ5;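 active = inhibition above the mean inhibition of all tested compounds plus 3 SD, set separately per screening campaign, cut at about 2.9% in these data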;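 note: PERK kinase domain activated by AP20187 dimerizer at 100 nM; 0% = DMSO with dimerizer and 100% = rapamycin at 8.4 µM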
* hit, by the source's call; · = no result given; & = joins results of further samples. Only part of the results is shown; the hit share may differ from the screen's.

no.	SMILES	RBBP9 inh	Hck Nef HTS	Runt-SMMHC FRET	TNF death inh	Runt-CBFb FRET	EP2 antag	EP2 mod	zVAD death inh	PERK inh
1	COc1ccc(-c2ccc(S(=O)(=O)n3nc(OC(=O)c4cccs4)cc3N)cc2)cc1	-11.2	-24.5	-0.9	-0.6	1.3	11.8	-11.6	-0.5	0.9
2	CCn1nc(C)c(/C=N\NC(=O)c2ccc3c(c2)OCO3)c1C	-3.1	7.1	-4.2	-3.3	2.8	14.0	7.5	-0.5	0.3
3	CCOC(=O)c1ccccc1NC(=O)Cc1ccccc1OC	4.0	-8.2	3.1	-1.2	-0.5	0.5	61.7*	-0.3	0.0
4	N#Cc1ccc(N2CCOCC2)nc1	-6.0	5.9	-0.7	0.5	0.6	12.6	6.9	-0.3	1.2
5	Clc1ccc(CNCc2cccs2)c(Cl)c1	-4.0	2.9	0.0	2.4	-0.4	12.9	8.0	0.6	0.9
6	Cc1nnc(-c2cccc(Br)c2)c2cn(-c3ccccc3Cl)nc12	-5.0	0.9	-3.1	-0.6	-3.1	8.3	-13.3	-0.3	0.1
7	O=CN1CCN(C2CC(=O)N(c3ccc4c(c3)OCO4)C2=O)CC1 (stereo unspecified)	-2.6	-22.6	-5.3	-0.5	2.0	1.0	3.1	-0.8	0.9
8	C=CCN=C(NC#N)SCC(=O)NCc1ccccc1	-4.0	1.4	-0.5	-5.0	1.1	8.8	-1.8	0.3	0.1
9	Cc1ccc(S(=O)(=O)CCc2nnc(NC(=O)C3CCCCC3)s2)cc1	-3.4	18.5	2.2	2.2	1.1	7.2	25.8	0.0	1.4
10	Cn1c(=NC(=O)CCl)sc2ccccc21	-1.8	1.8	0.0	-8.9	·	-3.2	-3.5	0.5	0.2
11	COc1cc(OC)c(NC(=O)c2c(-c3ccccc3)noc2C)cc1Cl	-7.8	16.2	-1.5	2.9	-0.5	9.2	9.9	0.9	-0.6
12	CN(C)c1ccc(/C=N/NC(=O)CNC(=O)c2ccc3c(c2)OCCO3)cc1	-5.5	8.5	4.0	0.2	0.8	12.8	-64.0	3.0	0.9
13	CCCNC(=O)C(Sc1ccccc1)c1ccccc1 (stereo unspecified)	-1.9	2.7	1.4	1.0	-3.4	5.9	5.0	0.1	0.2
14	Cc1cc2cc(CNC(=O)c3ccc(S(=O)(=O)N4CCOCC4)cc3)ccc2[nH]1	·	19.2	-4.2	1.5	2.0	8.3	34.6	0.7	·
15	CCn1c(SCc2ccccc2)nnc1C1CCCCC1	-3.8	0.0	1.7	3.9	-1.1	8.4&8.9	-28.1&12.8	2.2	0.3
16	CC1=C(C(=O)OCc2ccccc2)C(c2ccc(C(F)(F)F)cc2)NC(=O)N1CCCCCC(=O)O (stereo unspecified)	-6.2	-17.7	-3.6	3.1	-16.5	8.7	19.8	5.3	0.3
17	CC(C)C(=O)NCCn1ccc2ccccc21	-7.5	0.1	-0.6	-0.7	-1.2	17.1	7.7	0.2	0.7
18	N#CC(C(=O)NCc1ccccc1)c1nc2ccccc2nc1N1CCCC1 (stereo unspecified)	-1.4	-2.0	66.2*	0.0	31.7	18.9	7.4	0.2	-0.1
19	OCCC1CN(Cc2cccc3c2OCO3)CCN1Cc1ccccc1 (stereo unspecified)	5.0	6.8	2.2	2.0	0.9	1.6	4.8	-0.3	0.4
20	CC1CCC(NC(=O)C2c3ccccc3C(=O)N2Cc2cccs2)CC1 (stereo unspecified)	-7.1	-0.4	1.6	1.3	-2.7	4.5	22.8	0.2	-0.6
21	Cc1ccc(CNC(=O)C2CCN(S(=O)(=O)N3CCCCC3)CC2)cc1	-3.3	15.7	-0.7	1.8	-2.4	2.8	-9.2	-0.6	0.5
22	Cc1ccsc1C(=O)N(c1nc2ccccc2s1)c1c(C)cccc1C	1.5	-0.7	0.0	-0.4	-2.3	9.2	42.9	0.7	0.5
23	CCNS(=O)(=O)c1ccc(CCC(=O)NCCC2=CCCCC2)cc1	-2.7	0.3	4.8	0.0	-2.1	7.3	15.0	-0.8	-0.5
24	COc1cc(CNc2ccc(O)cc2)cc(Br)c1OCc1ccccc1F	5.5	0.4	1.2	-12.6	7.8	10.6	25.9	0.8	1.2
25	Cc1ccc(-c2nc(N)sc2CC(=O)OCC(=O)NC2CCCC(C)C2C)cc1 (stereo unspecified)	-3.1	1.7	6.4	1.5	4.2	10.6	-17.9	1.0	0.7

(next part)
no.	SMILES	RBBP9 inh	Hck Nef HTS	Runt-SMMHC FRET	TNF death inh	Runt-CBFb FRET	EP2 antag	EP2 mod	zVAD death inh	PERK inh
26	COc1ccc(/C=N/NS(=O)(=O)c2ccccc2)cc1OS(=O)(=O)c1ccccc1	-7.8	4.7	4.1	2.1	-0.8	6.0	-17.0	-0.8	0.2
27	COc1cc(C(=O)Nc2ccc(-c3nnc(-c4ccco4)o3)cc2)cc(OC)c1OC	-2.3	-1.0	-6.7	1.4	-1.4	6.2	-14.1	1.2	-0.5
28	O=C1/C(=C/c2ccc(O)cc2)SC(=S)N1CC1CCCO1 (stereo unspecified)	-31.3	-49.3	-169.9	-7.1	-90.1	13.0	-10.1	-0.1	0.6
29	COc1ccc(NC(=S)N2CCCCCC2)cc1OC	-6.5	12.8	0.7	-0.3	-0.1	10.9	12.9	22.8	-0.5
30	CC(CC(=O)Nc1ccncc1)c1ccccc1 (stereo unspecified)	-7.6	1.3	5.4	-1.0	1.7	11.2	-14.6	1.8	-0.2
31	O=C(O)C1CC(=O)n2c(nc3ccccc32)S1 (stereo unspecified)	4.5	0.2	-2.2	-2.2	1.1	4.1	3.7	0.8	1.8
32	O=C(c1cccs1)N1CCN=C1SCc1cccc(F)c1	-3.0	16.8	1.4	0.6	-0.3	5.1	-7.2	-0.4	0.4
33	CCC(Sc1nc(C)cc(=O)[nH]1)C(=O)Nc1nc(-c2ccccc2)cs1 (stereo unspecified)	-6.3	13.7	2.1	1.3	0.8	9.0	-10.3	0.1	0.6
34	CCOc1ccc(C2CC(c3ccc(Br)cc3)Nc3nc(N)nn32)cc1 (stereo unspecified)	-4.4	15.0	·	-0.7	·	·	·	0.4	0.8
35	COc1ccc(CCNC(=O)C2CCN(S(=O)(=O)c3ccc(Cl)cc3)CC2)cc1OC	-2.4	-6.1	-4.1	0.1	-2.2	6.2	-3.2	-0.9	-0.4
36	Cc1ccc(OCC(=O)Nc2ccc(S(=O)(=O)N3CCCCC3)cc2)c([N+](=O)[O-])n1	3.0	-1.1	3.6	1.0	-51.5	5.7	-19.1	2.0	0.2
37	Cc1cc(C(=O)CSc2ccc3c(c2)OCCO3)c(C)n1C1CC1	-9.2	-0.5	-2.0	-2.1	-1.3	5.5	-27.9	-0.6	0.0
38	O=C(Nc1cccc(C(=O)N2CCCC2)c1)c1ccccc1	-11.6	0.4	3.2	-1.5	0.3	1.5	0.2	-0.6	0.0
39	CC(C)C(OC(=O)c1nsc(Cl)c1Cl)C(=O)NCc1ccc2c(c1)OCO2 (stereo unspecified)	-4.8	0.7	-5.7	-0.2	-0.2	3.2	2.5	-0.1	1.8
40	CCn1c(SCC(=O)N/N=C/c2ccc(C)o2)nnc1-c1ccccc1	-3.2	0.5	-1.9	-2.8	-0.8	10.8	9.1	0.0	2.4
41	COc1ccc(Cl)cc1S(=O)(=O)N1CCN(C)CC1	·	4.0	-3.2	1.2	0.9	3.1	6.8	0.8	·
42	O=C(NCc1ccc(F)cc1)c1cnn2ccccc12	8.8	6.8	1.6	7.5	2.4	10.8	-13.4	1.4	1.2
43	COc1ccc(/C(C)=N/OC/C(O)=C(\C#N)c2nc3ccccc3[nH]2)cc1	-3.6	9.3	12.3	0.9	6.4	7.0	11.9	0.0	0.5
44	O=C(COC(=O)CC1CCCC1)Nc1cc2c(cc1Cl)C(=O)c1ccccc1C2=O	-0.4	-0.5	-9.7	-1.0	-1.8	18.8	-4.1	-0.3	-1.3
45	COc1ccc(C(=O)N2CCN(S(=O)(=O)c3cc(Cl)ccc3OC)CC2)cc1	-4.1	-0.8	1.2	1.2	-3.2	9.8	-24.9	-0.1	-1.0
46	CCOC(=O)Cn1c(=NC(=O)c2cc(-c3cccs3)nc3ccccc23)sc2cc(S(N)(=O)=O)ccc21	-17.5	-8.6	-42.6	-0.5	-79.1	16.8	34.4	1.1	-0.2
47	NS(=O)(=O)c1ccc2nc(NC(=O)C3CCCO3)sc2c1 (stereo unspecified)	-7.4	0.8	1.4	2.7	0.0	12.6	26.1	2.0	0.2
48	O=C(O)c1ccc(N2CCCC2=O)cc1	-4.5	0.1	-2.2	-1.5	-1.5	20.7	-1.7	-0.4	0.1
49	O=C(NCc1cccs1)C1CCCN(S(=O)(=O)c2cnc[nH]2)C1 (stereo unspecified)	6.5	1.9	0.8	0.1	0.8	12.1	4.5	1.2	0.6
50	Cc1ccc(N=C2NC(=O)/C(=C/c3cccn3C)S2)cc1C	-7.5	15.9	3.1	-4.2	-0.6	6.5	-40.2	3.7	-1.1

Later entries.
no.	SMILES	RBBP9 inh	Hck Nef HTS	Runt-SMMHC FRET	TNF death inh	Runt-CBFb FRET	EP2 antag	EP2 mod	zVAD death inh	PERK inh
51	O=C(Nc1csc([N+](=O)[O-])c1)Nc1ccccc1Cl	-0.5	18.2	-4.2	4.1	-2.1	7.5	-16.3	-0.8	0.0
52	Cc1cccc(C(=O)N2CCCCCC2)c1	0.5	-1.8	0.4	1.3	-0.6	4.0	12.0	-0.7	-0.8
53	CCOC(=O)c1nnn(-c2nonc2N)c1CSc1nnc(N)s1	-0.8	18.6	-3.0	0.7	1.6	11.4	24.2	14.8	1.4
54	COCCNC(=O)c1ccccc1NC(=O)c1ccc(OC)c(OC)c1	5.8	-2.8	1.7	2.9	0.3	8.3	-15.3	2.8	-0.3
55	C=CCn1c(SCC(=O)N2CCOCC2)nc(O)c(Cc2ccccc2)c1=O	2.4	1.4	-1.9	-4.8	-0.5	10.8	26.4	0.7	1.4
56	COc1ccc(-c2csc3nc(C)nc(N4CCN(c5ccc(C(C)=O)cc5)CC4)c23)cc1OC	-13.3	-2.6	-2.5	-2.7	-6.7	5.5	32.8	0.6	0.5
57	O=C1c2ccccc2C(O)N1Cc1ccccc1Cl (stereo unspecified)	-7.0	-6.4	2.9	0.9	1.3	11.8	16.1	-1.1	-0.3
58	CCOc1cnc(C(=O)NNC(=O)c2ccccc2Br)o1	0.2	20.6	-1.4	1.0	-87.2	9.3	28.8	6.8	1.5
59	O=C(c1ccc(S(=O)(=O)N2CCOCC2)cc1)N1CCN(c2ccc(F)cc2)CC1	-0.7	4.5	-0.6	1.5	-0.7	19.1	26.0	-0.6	0.1
60	COc1ccc(CNC(=O)c2csnn2)cc1	-0.1	0.1	-0.6	1.3	0.2	7.7	13.3	-0.5	2.1
61	Cc1ccccc1-n1nnnc1SC1CCOC1=O (stereo unspecified)	-3.9	-3.5	-4.4	1.7	-1.2	·	13.2	0.8	1.7
